Bioassay records: PubChem, National Center for Advancing Translational Sciences (NCATS)
IP6K1 inhibitor = blocks human inositol hexakisphosphate kinase 1. IP6K1 kinase, ADP-Glo luminescence, 2 h; stronger effect = lower value. AID 1645851. Q92551. activity change, % (series mostly up to about 58 µM). 0.81% of 140,000 active; in the data active = activity change below about -25%
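ADP-Glo luminescence measures ADP made by human IP6K1 during a 2 h RT reaction with ATP/IP6 (mix at 1.3 mM/130 uM); top library doses 57.5 and 19.1 uM final.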
Luciferase inh = blocks purified firefly luciferase enzyme activity. P08659. purified P. pyralis luciferase, luminescence, biochemical. Potency, µM (series often up to 115 µM), without a hit: at the highest dose activity change, negative = inhibition, actives largely listed as inhibitors. 2.5% of 76,000 active. AID 1347043; also: potency is read from the fitted curve at half-maximal effect; nearly all actives have a fitted effect of over 65% in size
Target sequence (P08659 whole entry, looked up): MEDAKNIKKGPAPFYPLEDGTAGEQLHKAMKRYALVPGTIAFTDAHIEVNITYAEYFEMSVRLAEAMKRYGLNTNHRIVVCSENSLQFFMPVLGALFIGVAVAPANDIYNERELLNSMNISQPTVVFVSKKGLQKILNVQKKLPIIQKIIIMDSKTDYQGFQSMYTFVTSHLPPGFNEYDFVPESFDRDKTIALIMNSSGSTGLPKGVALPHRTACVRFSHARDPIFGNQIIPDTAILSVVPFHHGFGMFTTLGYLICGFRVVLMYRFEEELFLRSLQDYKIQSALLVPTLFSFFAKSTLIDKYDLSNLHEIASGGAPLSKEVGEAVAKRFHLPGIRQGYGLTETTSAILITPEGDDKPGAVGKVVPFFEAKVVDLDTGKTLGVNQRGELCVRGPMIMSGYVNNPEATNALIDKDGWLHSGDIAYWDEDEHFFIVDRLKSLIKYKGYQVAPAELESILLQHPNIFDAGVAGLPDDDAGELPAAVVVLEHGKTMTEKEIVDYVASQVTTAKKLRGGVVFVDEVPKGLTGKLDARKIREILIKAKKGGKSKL
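Luminescence read by CCD imaging after purified firefly luciferase (10nM final) was added to substrate buffer holding 10uM D-luciferin and 10uM ATP, pH 7.5, pre-dosed with compound.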
SNCA expr inh = SNCA gene expression inhibition; HEK-293 SNCA-luciferase knock-in, luminescence, 24 h; Potency, µM (top dose mostly 57.2 µM), without a hit: at the top dose activity change, negative = inhibition, actives largely listed as inhibitors; 0.17% of 140,000 active;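 also: potency is read from the fitted curve at half-maximal effect; plate controls were DMSO cells for no effect and cell-free wells for full effect; nearly all actives have a fitted effect of over 45% in size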
SNCA viab count = reduces viability of HEK-293 SNCA reporter cells | HEK-293-SNCA-luc viability, GF-AFC fluorescence, 24 h | AID 1671193 | 0.12% of 150,000 active | Potency, µM (top dose mostly 57.1 µM), without a hit: at the highest dose activity change, negative = cytotoxicity, usual class: cytotoxic;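 also: potency is read from the fitted curve at half-maximal effect; 0% = DMSO-treated cells and -100% = medium-only wells without cells; nearly all actives have a fitted effect of over 30% in size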
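HEK-293-SNCA-luc cells (1500/well) plated 24 h, then exposed 24 h to a dilution series; GF-AFC added 30 min at 37C, fluorescence 405/540 nm; normalised to medium-only and DMSO wells, Hill fit.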
GPT2 inh = blocks human glutamate pyruvate transaminase 2; Q8TD30; Recombinant GPT2, coupled pyruvate oxidase/HRP Amplex Red fluorescence; Potency, µM (series often up to 57.7 µM), without a hit: at the highest dose activity change, negative = inhibition, usual class: inhibitors; 0.25% of 100,000 active; also: potency is read from the fitted curve at half-maximal effect; nearly all actives have a fitted effect of over 60% in size; many of its hits are not listed in these tables
Target sequence (Q8TD30 whole entry, looked up): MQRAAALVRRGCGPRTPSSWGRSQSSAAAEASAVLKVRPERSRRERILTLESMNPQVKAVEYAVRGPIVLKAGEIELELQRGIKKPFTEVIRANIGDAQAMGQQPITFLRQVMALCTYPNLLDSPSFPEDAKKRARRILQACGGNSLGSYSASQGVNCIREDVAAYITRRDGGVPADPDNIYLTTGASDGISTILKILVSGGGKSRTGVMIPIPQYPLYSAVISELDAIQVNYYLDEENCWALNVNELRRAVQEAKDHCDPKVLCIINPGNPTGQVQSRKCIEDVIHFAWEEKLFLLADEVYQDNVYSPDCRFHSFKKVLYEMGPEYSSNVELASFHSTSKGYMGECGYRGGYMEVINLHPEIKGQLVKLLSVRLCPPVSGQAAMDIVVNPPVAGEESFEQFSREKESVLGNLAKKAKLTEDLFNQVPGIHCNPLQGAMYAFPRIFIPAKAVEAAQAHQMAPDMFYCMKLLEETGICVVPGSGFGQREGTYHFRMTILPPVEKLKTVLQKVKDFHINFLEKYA
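Inhibition is scored from Amplex Red fluorescence generated when pyruvate oxidase and HRP act on pyruvate released by GPT2. Reactions contain 10ng/uL enzyme, 250uM a-KG and 2mM L-alanine and run 30 min at room temperature.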
HEK cytotox = cytotoxic compounds in HEK 293 cells; HEK 293 viability, ATP luminescence (CellTiter-Glo), 48-72 h; 6.6% of 94,000 active; AID 1345083; Potency, µM (titrated, usually from 115 µM), inactives show top-dose activity change, negative = cytotoxicity, usual class: inhibitors; also: potency is read from the fitted curve at half-maximal effect; nearly all actives have a fitted effect of over 60% in size
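250 HEK 293 cells/well; compound by pintool; incubated 48 or 72 hr at 37 degree Celsius; CellTiter-Glo added, 10 min RT, luminescence imaged.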
3T3 cytotox = cytotoxic compounds in NIH 3T3 cells | NIH 3T3 viability, CellTiter-Glo ATP luminescence, 48-72 h | Potency, µM (highest dose often 96.7 µM), without a hit: top-dose activity change, negative = cytotoxicity, usual class: inhibitors | 4.3% of 94,000 active; also: potency is read from the fitted curve at half-maximal effect; nearly all actives have a fitted effect of over 55% in size
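Luminescent ATP readout (CellTiter-Glo, 10 min RT) after 48 or 72 hr compound exposure of NIH 3T3 cells seeded at 400 cells/well in 1536-well format; quantitative HTS.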
An asterisk follows results filed as active; i = inactive; ? = inconclusive; nt = no result given; [ ] = dose if it differs, or a comment. Unless noted, calls follow the shape of the dose curve; as a rule, active = well fitted curve in the direction sought with a large enough effect; inconclusive = small, poorly fitted or top-dose-only effect, or another doubt; inactive = no such curve, though single readings can be large; an effect the other way counts as inactive or inconclusive. Unless noted, % is scaled to controls: 0 for no effect and ±100 for the full control effect. The list is partial, so the mix of outcomes need not match the whole.

SMILES	IP6K1 inhibitor	Luciferase inh	SNCA expr inh	SNCA viab count	GPT2 inh	HEK cytotox	3T3 cytotox
N#Cc1ccc(CN2CCCC3(CN[S+](=O)([O-])c4cccnc4O3)C2)cc1 (stereo not given)	13	nt	23%	-2%	-3%	-10%	-15%
CCOC(=O)c1ccc(NC(=O)CN2C(=O)NC3(CCS(=O)(=O)CC3)C2=O)cc1	8	4%	-5%	4%	-2%	1%	-8%
CC(=O)N1CCc2c(sc3c2c(=O)n(CCc2ccccc2)c(=O)n3CC(=O)Nc2ccc(C)c(F)c2)C1	7	nt	?	-14%	nt	nt	nt
O=C(Nc1ccc(OC(F)(F)F)cc1)C(NS(=O)(=O)c1cccc2nsnc12)c1ccccc1 (stereo not given)	4	nt	?	?	nt	nt	nt
COc1ccc2nc3oc(C(=O)NCc4ccccc4OC)cc3cc2c1	6	nt	81%[activator]	2%	nt	nt	nt
O=C(C1CCCCC1)N1CCN2CCS(=O)(=O)N(C3CC3)C(=O)C2C1 (stereo not given)	2	nt	-16%	-5%	?	-25%	-39%
COc1ccc(C(Nc2ccccn2)c2ccc3ccc(C)nc3c2O)cc1C (stereo not given)	7	nt	?	-19%	nt	nt	nt
COCCNC(=O)[C@@H]1CCC[C@@H](NCc2nccn2C)CN(C)C(=O)C1	-5	-5%[172 µM]	-8%[87.6 µM]	7%[87.6 µM]	?	?	2%[174 µM]
Nc1ncc(S(=O)(=O)NCc2ccccc2F)cn1	-6	nt	6%	2%	nt	nt	nt
COCc1ccc2c(c1)c(OC(C)(C)C(=O)NCC1CC1)nn2Cc1ccccc1	10	-2%[172 µM]	-27%[87.6 µM]	-8%[87.6 µM]	2%[88.5 µM]	?	?
O=C(Nc1ccccc1)N1CCCC(C(=O)N2CCC(c3ccccc3)CC2)C1 (stereo not given)	-7	nt	-2%	-7%	i	?	?
O=S(=O)(O)c1cc(I)c(O)c2ncccc12	-18	nt	28%[25.6 µM]	3%[23.9 µM]	-6%	nt	nt
CCOC(=O)c1c(C)oc2ccc(N(C(=O)c3ccncc3)S(=O)(=O)c3ccc(F)cc3)cc12	6	nt	5%	4%	nt	nt	nt
COc1ccc(Nc2cc3c(cn2)CN(CCc2ccccc2)CCN3)cc1OC	-10	9%[172 µM]	4%[87.6 µM]	?	?	50µM*	25µM*
COc1cc(NC(=O)Cn2c(-c3cnccn3)nc(C)c(C)c2=O)cc(OC)c1OC	8	-6%	4%	-2%	i	-33%	-13%
COC(=O)N[C@H](C(=O)N1CCC[C@@H]1c1ncc(-c2ccc(-c3ccc(-c4cnc([C@@H]5CCCN5C(=O)[C@@H](NC(=O)OC)C(C)C)[nH]4)cc3)cc2)[nH]1)C(C)C	nt	nt	-9%	-19%	4%	nt	nt
O=S(=O)(c1cc(F)ccc1F)N1CCC(C2CCNC2)CC1 (stereo not given)	-5	-9%	52%[activator]	7%[12.5 µM]	-18%	-19%	-16%
CCCCCCCCCCCCCCCC(=O)NCC(COP(=O)([O-])OCC[N+](C)(C)C)OCC (stereo not given)	nt	nt	-26%	-19%	i	nt	nt
COc1ccc(C(=O)NC2CCCc3c2[nH]c2ccccc32)cc1OC (stereo not given)	7	-13%	-29%	-10%	-20%	45µM*	?
CC1CCCN(C(=O)c2cc(-c3ccccc3C(F)(F)F)nc3c2cnn3C)C1 (stereo not given)	-6	nt	nt	nt	nt	?	-34%
COc1ccc(Cl)cc1NC(=O)c1ccc(CN2C(=O)CCn3nc(C)cc32)cc1	9	nt	15%	5%	nt	nt	nt
CC(C)CN1CCN(C(=O)CCC[C@@H]2[C@H]3CCCN4CCC[C@@H](CN2C(=O)c2ccccc2)[C@@H]34)CC1	3	4%	-8%	-8%	i	-19%	-8%
Cc1cc2nc3n(c(=O)c2n1CC(=O)Nc1ccc(F)c(Cl)c1)CCC3	2	14%	-12%	0%	3%	?	-26%
CCC(=O)Nc1cc(C(=O)NCc2ccc(N3CCOCC3)cc2)c2ccc(C)nc2c1	20	-13%	4%	-2%	i	-24%	-17%
COc1cccc(CNC(=O)C2CCCN(c3ncnc4onc(-c5ccc(F)cc5)c34)C2)c1 (stereo not given)	-6	nt	15%	-5%	nt	nt	nt
COc1ccccc1C(=O)Nc1cc(C2CCCC2)nn1C	9	nt	15%[87.6 µM]	7%[87.6 µM]	i	?	?
O=C(c1ccccc1F)N1CCC(c2nn(Cc3ccccc3)c(=O)[nH]2)CC1	-3	-1%	32%[activator]	4%	2%	-6%	-13%
Cc1ccc(C(=O)COC(=O)CCC(=O)Nc2ccc(Oc3ccccc3)cc2)cc1	-8	nt	?	4%	nt	nt	nt
CNCCCCOc1ccccc1Cc1ccccc1	1	nt	-34%[25.6 µM]	38%[23.9 µM]	i	nt	nt
CN(C)Cc1nnc(C2CC(NC(=O)c3cn(-c4ccccc4)nn3)C2)n1C (stereo not given)	47	-5%	52%[activator]	2%	4%[11.5 µM]	-12%	-16%
O=C1CCN(CC(O)C(F)(F)F)c2ccc(F)cc2CN1Cc1ccccc1 (stereo not given)	-15	nt	nt	nt	nt	?	?
O=C(CCCc1ccccc1)N1CCC2(CC1)CC(Cc1nc(-c3cccnc3)no1)CCO2 (stereo not given)	-12	-10%	-12%	?	-6%	35µM*	?
COc1ccccc1CN1CCc2ncc(C(=O)NCCC(C)C)n2CC1	-1	-10%[172 µM]	-21%[87.6 µM]	-11%[87.6 µM]	-10%[88.5 µM]	?	?
O=C1CCN(S(=O)(=O)c2ccccc2)CCCN(C(=O)C2CC2)CCN1	1	7%	-8%	-9%	i	i	-2%
Cc1ccc(CNc2ncnc3onc(C)c23)cc1	22	nt	?	-3%	nt	nt	nt
Fc1ccccc1Nc1cnc2ccc(-c3ccccc3)nn12	-21	13%[172 µM]	?	-2%[87.6 µM]	?	100µM*	?
CC1CCCN1c1ccc(C(=O)N2CCC(Oc3cccnc3)CC2)cn1 (stereo not given)	-7	0%	?	-9%	i	-29%	?
CC(C)c1cc(C(=O)N2CCN(c3ncccc3C#N)CC2)n(C)n1	20	3%	-3%	-3%	3%	-18%	?
CCCCN(C)C(=O)Cn1ncc2c([nH]c3ccc(C)cc32)c1=O	0	nt	20%	2%	nt	nt	nt
CCCCNc1nc(Oc2ccc(=O)n(C)n2)nc(N(C)C)n1	0	nt	51%[activator]	-3%	nt	nt	nt
COc1ccc(CC(=O)N2CCCC2C(=O)N2CCCC2c2nc3ccncc3[nH]2)cc1 (stereo not given)	9	nt	16%	4%	1%	-1%	-12%
COc1ccc(O)c(C2=Nc3ccccc3N=C(c3ccccc3)C2)c1	6	nt	170%[activator]	-18%	nt	nt	nt
O=C(Nc1cccc(Cl)c1)[C@@H]1C[C@@H](c2ccc(F)cc2)N([S+](=O)([O-])c2ccccc2)C1	9	-4%	?	-15%	-4%	?	?
O=C(c1cnc(N2CCOCC2)c2ccccc12)N1CCN(c2ccccc2F)CC1	0	nt	29%	4%	nt	nt	nt
COc1ccc(CNc2nc(-c3ccc(OC)c(OC)c3)cc(C(F)(F)F)n2)cc1	-17	nt	41%[activator]	6%	nt	nt	nt
COc1ccc(-c2cc(N3CCCN(C(=O)c4cccc(F)c4)CC3)n[nH]2)cc1	-13	0%	8%	-11%	i	?	-8%
O=C(O)C[C@@H]1CCN(C(=O)C2CCCC2)C[C@@H]1CCN1CCN(c2cccc(C(F)(F)F)c2)CC1	11	4%	3%	-6%	1%	4%	-27%
c1ccc(N2CCN(C3CCCN(Cc4cn[nH]c4C4CCCCC4)C3)CC2)cc1 (stereo not given)	6	-6%	-15%	0%	?	89µM*	-22%
OCCN1CCN(C(c2ccc(Cl)cc2Cl)c2sc3nc(-c4ccco4)nn3c2O)CC1 (stereo not given)	-3	nt	11%	-14%	nt	nt	nt
Cc1ccc(-n2c(C3CCN(C(=O)c4ccccc4F)CC3)n[nH]c2=O)cc1	-1	-5%	2%	6%	-12%	12%	-20%
CCC(Sc1nc2ccccc2c(=O)n1CCc1ccc(OC)c(OC)c1)C(=O)N(CC)CC (stereo not given)	26	nt	-26%	?	nt	nt	nt
O=C(Nc1ccc([C@H]2OCC(=O)N(C3CCOCC3)[C@@H]2CO)cc1)c1cnccn1	2	-9%[172 µM]	0%[87.6 µM]	0%[87.6 µM]	-9%[88.5 µM]	4%[172 µM]	-6%[138 µM]
CCN(c1ccccc1)S(=O)(=O)c1nnc(NC(=O)c2ccco2)s1	-15	nt	2%	-1%	nt	nt	nt
Cc1ccc(NC(=O)c2ccc3[nH]c(C)cc(=O)c3c2)c(C)c1	6	nt	-7%	1%	nt	nt	nt
CC(C)NC(=O)NC[C@H]1O[C@@H](CO)[C@@H](O)[C@H]1N1CCN(C)CC1	16	-1%[172 µM]	27%[87.6 µM]	-5%[87.6 µM]	-11%[88.5 µM]	2%[172 µM]	1%[174 µM]
COCC(=O)N1CC(Oc2ccc(-c3noc(-c4ccncc4)n3)cc2)C1	-2	?	14%	-23%	4%	?	?
Cc1nnc2ccc(N3CCC(NC(=O)Cc4ccc(F)cc4)CC3)nn12	-7	nt	nt	nt	nt	i	-17%
COC(=O)NC1CCN(c2nccc(Nc3ccccc3Cl)n2)CC1	-9	nt	26%	4%	i	?	?
O=C(O)c1cnc(NCc2ccncc2)nc1-c1ccccc1	-2	-6%	-22%	-2%	i	8%	i
Cc1ccsc1-c1[nH]nc2ncc(-c3ccccc3)nc12	19	-20%[230 µM]	34%[activator][87.6 µM]	6%[87.6 µM]	?	?	?

An excerpt of these results, in markdown:
| SMILES | IP6K1 inhibitor | Luciferase inh | SNCA expr inh | SNCA viab count | GPT2 inh | HEK cytotox | 3T3 cytotox |
| --- | --- | --- | --- | --- | --- | --- | --- |
| O=C(Nc1ccc([C@H]2OCC(=O)N(C3CCOCC3)[C@@H]2CO)cc1)c1cnccn1 | 2 | -9%[172 µM] | 0%[87.6 µM] | 0%[87.6 µM] | -9%[88.5 µM] | 4%[172 µM] | -6%[138 µM] |
| CCN(c1ccccc1)S(=O)(=O)c1nnc(NC(=O)c2ccco2)s1 | -15 | nt | 2% | -1% | nt | nt | nt |

(more compounds)
SMILES	IP6K1 inhibitor	Luciferase inh	SNCA expr inh	SNCA viab count	GPT2 inh	HEK cytotox	3T3 cytotox
NC(=O)[C@@H]1C[C@H](Oc2ccccc2)CN1C(=O)Cc1cccc(F)c1	5	nt	8%	8%	i	i	-7%
CCOC(=O)C1CCCN(C(=O)c2ccccc2NC(=O)c2nsc3ccccc23)C1 (stereo not given)	0	nt	54%[activator]	5%	nt	nt	nt
Cc1nn(-c2ccccc2)c2c1C(C)N(C1CN(C(=O)Cc3ccccc3)C1)C2=O (stereo not given)	15	nt	nt	nt	nt	?	?
COc1ccccc1C(=O)N1CCCC2(COc3ccccc3C(=O)N2)C1 (stereo not given)	2	2%	-13%	2%	-7%	?	?
Cc1ccc(NC(=O)CCSCCc2ccccn2)cc1	-16	nt	-2%	-2%	nt	nt	nt
Cn1c(COc2ccccc2C(C)(C)C)nc2ccccc21	-16	nt	-25%	27%	nt	nt	nt
COc1ccc(NC(=O)CCn2c(=O)c3cccn3c3cccnc32)cc1Cl	18	nt	-6%	-2%	nt	nt	nt
COc1c(C)cc(NS(=O)(=O)c2ccc3c(c2)OCCO3)cc1C	40	nt	?	12%	nt	nt	nt
